Bioassay records: PubChem, Sanford-Burnham Center for Chemical Genomics
ER stress death = ER stress cell death inhibition. CSM14.1 thapsigargin ER stress survival, ATP luminescence. AID 1010. relative survival (cellular ATP), % at 15 µg/mL (by protocol). actives 0.33% (n = 48,000);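 active means survival measured by cellular ATP above 50% at 15 µg/ml in the first screen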;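 further: cell death triggered by about 15 µM thapsigargin; ATP read 24 h after thapsigargin was added; plate controls were thapsigargin with DMSO for no effect and DMSO without thapsigargin for full effect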
Numbers without * were called inactive. This is a subset (hit frequency here may not be typical).

molecule | ER stress death
O=C(CCC1CCCC1)NCC1CCCO1 (stereo unspecified) | 8
COc1cc(NC(=O)c2ccccc2C)c(Cl)cc1NC(=O)c1ccccc1 | 4
CCCOc1ccc(/C=C2\SC(=O)N(Cc3ccccc3)C2=O)cc1OC | 6
CCOC(=O)C1=C(C)NC(=O)NC1c1ccc(N2CCOCC2)cc1 (stereo unspecified) | -8
Cc1ccccc1OCCOc1ccc(/C=C2/C(=N)N3N=C(C(C)C)SC3=NC2=O)cc1 | 4
CC(C)C(=O)NS(=O)(=O)c1ccc(N)cc1 | 1
COc1ccc(-n2c(C=C3C(=O)N(C)c4ccccc43)nc3ccccc3c2=O)cc1 | 7
Cc1cc(C)c2oc(-c3ccc(C)c(NC(=O)c4ccc([N+](=O)[O-])cc4Cl)c3)nc2c1 | 6
CCN(CC)c1ccc(N2C(=O)c3ccc4c5c(ccc(c35)C2=O)CC4)cc1 | -2
CC(=O)Nc1ccc(Cl)c(-c2nc3cc(Cl)ccc3o2)c1 | 6
Cc1ccc(CNS(=O)(=O)c2ccccc2[N+](=O)[O-])cc1 | 8
C/C(=N\Nc1nc(-c2ccccc2)nc(C)c1C)c1cccc([N+](=O)[O-])c1 | 38
COC(=O)c1cc(Nc2nc3ccccc3nc2NS(=O)(=O)c2ccccc2)ccc1Cl | 0
Cc1ccc(Cl)cc1N1CCN(C(=O)C2C3CCC(C3)C2C(=O)O)CC1 (stereo unspecified) | -3
O=C(Nc1ccccc1Cl)c1ccn(C(=O)c2cccc(Cl)c2)n1 | -2
N=c1sc(Cc2ccccc2Cl)cn1CC(=O)c1ccccc1 | 0
O=[N+]([O-])c1ccc(S(=O)(=O)Nc2cc(Cl)cc(Cl)c2)cc1 | -4
Cc1ccc(N2CC(C(=O)N/N=C/c3ccc([N+](=O)[O-])cc3)CC2=O)cc1 (stereo unspecified) | -1
c1ccc(CN2CCC(N3CCN(Cc4ccccc4)CC3)CC2)cc1 | 6
CC1(C)CC(=O)C2=C(C1)Nc1ccccc1NC2c1cccc(C(F)(F)F)c1 (stereo unspecified) | 1
CCCC(=O)Nc1ccc(NC(=O)c2ccc(C)c(C)c2)cc1 | 6
CC1S/C(=N/N=C/c2ccc(Cl)cc2)NC1=O (stereo unspecified) | 5
N#Cc1c(-c2ccc(Cl)cc2)cc(-c2ccccc2)[nH]c1=O | 10
CCOC(=O)C(=CNc1ccc(Br)cc1)C(=O)OCC | 18
O=C(Nc1ccccc1OC(F)(F)C(F)C(F)(F)F)C(c1ccccc1)c1ccccc1 (stereo unspecified) | 11

(next part)
molecule | ER stress death
COc1ccc(CCNC(=O)/C(=C/c2ccc(Cl)cc2)NC(=O)c2ccc(C)cc2)cc1OC | 0
C(=Nc1ccc2ccccc2c1)c1cccnc1 | 10
O=C1N=C(N2CCOCC2)S/C1=C\c1ccc2c(c1)OCO2 | 4
CC(C)(C)NCC(O)COc1ccccc1C(C)(C)C (stereo unspecified) | -6
O=C(NCCO)C(=O)Nc1cccc(C(F)(F)F)c1 | 10
CC1CN(C(=O)CCN2C(=O)c3ccccc3C2=O)CC(C)O1 (stereo unspecified) | -2
Cc1ccccc1OCCOc1ccc(Cl)cc1/C=N/n1cnnc1 | 7
COc1ccc(CNCc2cc(OC)c(OC)cc2OC)cc1 | 2
O=C(O)c1ccc(-c2ccc(-c3nc4sc5c(c4c(=O)[nH]3)CCCC5)o2)cc1 | -6
O=C(Nc1nc2ccc(Br)cc2s1)c1ccc(S(=O)(=O)N2CCCCC2)cc1 | 7
O=C(O)C(c1ccccc1)N1C(=O)/C(=C/C=C/c2ccccc2)SC1=S (stereo unspecified) | 2
CCCCCCCCc1nnc(NC(=O)C(C)(C)C)s1 | 11
Cc1ccnc(NS(=O)(=O)c2ccccc2)c1 | 8
CS(=O)(=O)N(CC(=O)Nc1cccc(Cl)c1)c1cccc(C(F)(F)F)c1 | -8
Cc1cccc(C(=O)Nc2sc3c(c2C(=O)N2CCOCC2)CCCC3)c1 | 3
COc1ccc(N(CC(=O)NC2CCCCC2)S(=O)(=O)c2ccc(C)cc2)cc1OC | 2
CCc1ccccc1NC(=O)CN(c1cccc(C(F)(F)F)c1)S(C)(=O)=O | 2
NC(=O)c1ccccc1NC(=O)c1cc(Cl)ccc1Cl | 12
COc1ccc(-c2cc(-c3cc(Cl)ccc3O)[nH]n2)cc1 | -9
Cc1cccn2c(=O)c(/C=N/NC(=O)c3ccccc3O)c(N3CCCCC3)nc12 | 12
O=C1c2ccccc2/C(=N/Nc2ccc([N+](=O)[O-])cc2)C1c1cc(Br)ccc1[N+](=O)[O-] (stereo unspecified) | 8
COc1ccc2ccccc2c1C1NC(=S)NC(C)=C1C(=O)Nc1ccccc1C (stereo unspecified) | 13
COc1ccc(S(=O)(=O)N(CCc2ccccc2)CC(=O)Nc2ccc(C)c(C)c2)cc1 | 7
COc1ccc(C2Nc3ccccc3C(=O)N2c2ccccc2)cc1COc1ccccn1 (stereo unspecified) | -1
CC(=O)NC(=O)c1ccccc1OCc1ccc([N+](=O)[O-])cc1 | -4

Part of the list above, as labelled records.
Cc1ccnc(NS(=O)(=O)c2ccccc2)c1
  ER stress death: 8

COc1ccc(N(CC(=O)NC2CCCCC2)S(=O)(=O)c2ccc(C)cc2)cc1OC
  ER stress death: 2

Carrying on:
molecule | ER stress death
O=C(Nc1sc2c(c1C(=O)Nc1ccccc1)CCC2)c1cccc(Br)c1 | -3
COc1ccccc1OCCOc1ccc(/C=N/n2cnnc2)cc1 | 0
Cc1ccc(S(=O)(=O)NC(C)(C)C(=O)O)cc1 | 1
COCCOC(=O)C1=C(C)NC(C)=C(C(=O)OCCOC)C1c1ccc(-c2cccc(Cl)c2)o1 | 1
CC(C)CNC(=O)CCCOc1ccc(Cl)cc1Cl | 7
Cc1ccc(NC(=O)CSc2nnc(-c3ccccc3)c(-c3ccccc3)n2)cc1 | 2
COC(=O)C1=C(O)/C(=C/c2cc(C)n(-c3cc(Cl)ccc3Cl)c2C)N=C1C | 3
COc1ccc(N(CC(=O)Nc2ccc(Oc3ccccc3)cc2)S(C)(=O)=O)c(OC)c1 | 5
Cc1cc(C)cc(N2C(=O)NC(=O)/C(=C\c3cc(Br)c(O)c([N+](=O)[O-])c3)C2=O)c1 | 1
CCOc1ccc(/C=N/NC(=O)c2ccc(C(=O)N/N=C/c3ccc(OCC)c(OC)c3)o2)cc1OC | -2
Cc1ccc(C(=O)/C=C/c2ccc(-c3ccc(Cl)cc3)o2)cc1 | 8
COc1ccc(CCNC(=O)CC(=O)N/N=C/c2ccco2)cc1OC | 6
Clc1ccc(OCCSc2ncnc3nc[nH]c23)cc1 | 3
Cc1ccc(S(=O)(=O)ON=C2C=CC(=O)C=C2)cc1 | -11
COc1cc(/C=C2\C(=O)NC(=O)N(c3ccc(C)cc3)C2=O)ccc1OCc1ccc([N+](=O)[O-])cc1 | 2
CC12C(=O)C(C)(C(c3ccccc3)=C1c1ccccc1)C1C(=O)N(c3cccc(C(F)(F)F)c3)C(=O)C12 (stereo unspecified) | 8
COc1ccc(CN2CCN(Cc3ccc4ccccc4c3)CC2)c(OC)c1 | -2
CC(Oc1cccc(Cl)c1)C(=O)Nc1nncs1 (stereo unspecified) | -3
O=Cc1cc(-c2ccccc2)oc1Cl | 3
CCOc1cc(/C=C2/C(=O)NN(c3ccc(Br)cc3)C2=O)ccc1O | 1
CN(C)CC(=O)C12CC3CCC(CC(C3)C1)C2 | 2
COc1ccc(CN2CCN(c3c4c(c(C#N)c5nc6ccccc6n35)CCC4)CC2)cc1 | 10
CC(=O)C1=C(O)C(=O)N(CC2CCCO2)C1c1ccccc1 (stereo unspecified) | 11
CCOC(=O)C1CCN(C2CC(=O)N(c3ccc(F)cc3)C2=O)CC1 (stereo unspecified) | 8
O=C1c2cccc3cccc(c23)C(=O)N1/N=C/c1ccc(O)cc1 | 9

Continuation.
molecule | ER stress death
O=C(Nc1ccc(S(=O)(=O)Nc2nccs2)cc1)c1ccc([N+](=O)[O-])cc1Cl | 9
Cc1ccc(Nc2nc3nonc3nc2NNc2ccccc2)cc1Cl | 14
COc1ccc(C(=O)NC(NCc2ccccc2)C(Cl)(Cl)Cl)cc1OC (stereo unspecified) | -2
O=[N+]([O-])c1ccc2c(c1)S(=O)(=O)N=C2Nc1cccc(Cl)c1 | 2
CC(C(=O)c1ccc(-c2ccccc2)cc1)[n+]1cccc(C(N)=O)c1 (stereo unspecified) | 2
Cc1cccc2c1N(C(=O)Cc1ccccc1)C(C)(C)c1ssc(=S)c1-2 | 4
COC(=O)c1ccc(NC(=O)C(C)N2C(=O)c3cccc4cccc(c34)C2=O)cc1 (stereo unspecified) | 2
CCC1(O)C(C)C(c2ccc(Cl)cc2)NC(c2ccc(Cl)cc2)C1C (stereo unspecified) | 0
CSc1ccc(CN2CCN(C(=O)c3ccco3)CC2)cc1 | 12
Cc1ccc(O)c(NC(=O)c2cc3nc(-c4ccccc4)cc(C)n3n2)c1 | -4
CCOC(=O)c1c(NC(=O)/C=C/c2cccs2)sc(C(C)=O)c1C | 1
N#Cc1ccccc1NC(=O)c1ccc(Br)cc1 | -2
COc1ccc(N2C(=O)NC(=O)/C(=C/c3cc([N+](=O)[O-])cc(OC)c3O)C2=O)cc1 | 13
O=C(Nc1ccc(S(=O)(=O)Nc2nccs2)cc1)C1CCCCC1 | 2
O=C(Nc1cccnc1)c1cc2n(n1)C(C(F)(F)F)CC(c1ccc(Br)cc1)N2 (stereo unspecified) | -2
COc1cc(/C=N/N2C(=O)C3C4C=CC(C4)C3C2=O)cc(I)c1O (stereo unspecified) | 8
COc1ccccc1NC(=O)C1=C(C)NC(=S)NC1c1cccc(Cl)c1 (stereo unspecified) | 2
CCC(C)c1ccccc1OCCn1cc(/C=C2/SC(=S)NC2=O)c2ccccc21 (stereo unspecified) | -2
Cc1ccc(/C=C2/NC(=S)NC2=O)c(C)c1 | -4
Cc1ccc(/C(O)=C2\C(=O)C(=O)N(c3nccs3)C2c2cccc(Br)c2)cc1 (stereo unspecified) | 0
COc1ccc(CNC(=O)c2cnn3c(C(F)(F)F)cc(-c4ccco4)nc23)cc1 | -4
O=C1CC(c2cccc(C(F)(F)F)c2)c2ccc3ccccc3c2N1 (stereo unspecified) | 12
CCn1c2ccccc2c2cc(CN3CCN(C(=O)c4ccc([N+](=O)[O-])cc4)CC3)ccc21 | 91*
O=C(O)/C=C\C(=O)NN=C(c1ccccc1)c1ccccc1 | 1
COc1cc(C2Nc3cc(C)c(C)cc3NC3=C2C(=O)CC(C)(C)C3)cc(Br)c1OC (stereo unspecified) | 3

29 entries from above, arranged by formula weight, largest number first.
molecule | ER stress death
COc1cc(/C=C2\C(=O)NC(=O)N(c3ccc(C)cc3)C2=O)ccc1OCc1ccc([N+](=O)[O-])cc1 | 2
COc1cc(C2Nc3cc(C)c(C)cc3NC3=C2C(=O)CC(C)(C)C3)cc(Br)c1OC (stereo unspecified) | 3
COC(=O)c1cc(Nc2nc3ccccc3nc2NS(=O)(=O)c2ccccc2)ccc1Cl | 0
O=C(Nc1sc2c(c1C(=O)Nc1ccccc1)CCC2)c1cccc(Br)c1 | -3
O=C(Nc1ccc(S(=O)(=O)Nc2nccs2)cc1)c1ccc([N+](=O)[O-])cc1Cl | 9
COc1ccc(C2Nc3ccccc3C(=O)N2c2ccccc2)cc1COc1ccccn1 (stereo unspecified) | -1
COc1ccc(C(=O)NC(NCc2ccccc2)C(Cl)(Cl)Cl)cc1OC (stereo unspecified) | -2
COc1ccc(N2C(=O)NC(=O)/C(=C/c3cc([N+](=O)[O-])cc(OC)c3O)C2=O)cc1 | 13
COC(=O)C1=C(O)/C(=C/c2cc(C)n(-c3cc(Cl)ccc3Cl)c2C)N=C1C | 3
Cc1cccc2c1N(C(=O)Cc1ccccc1)C(C)(C)c1ssc(=S)c1-2 | 4
COc1ccccc1NC(=O)C1=C(C)NC(=S)NC1c1cccc(Cl)c1 (stereo unspecified) | 2
CC1(C)CC(=O)C2=C(C1)Nc1ccccc1NC2c1cccc(C(F)(F)F)c1 (stereo unspecified) | 1
CCCOc1ccc(/C=C2\SC(=O)N(Cc3ccccc3)C2=O)cc1OC | 6
CCN(CC)c1ccc(N2C(=O)c3ccc4c5c(ccc(c35)C2=O)CC4)cc1 | -2
O=C(Nc1ccc(S(=O)(=O)Nc2nccs2)cc1)C1CCCCC1 | 2
C/C(=N\Nc1nc(-c2ccccc2)nc(C)c1C)c1cccc([N+](=O)[O-])c1 | 38
Cc1ccc(O)c(NC(=O)c2cc3nc(-c4ccccc4)cc(C)n3n2)c1 | -4
Cc1ccccc1OCCOc1ccc(Cl)cc1/C=N/n1cnnc1 | 7
N=c1sc(Cc2ccccc2Cl)cn1CC(=O)c1ccccc1 | 0
CC(=O)Nc1ccc(Cl)c(-c2nc3cc(Cl)ccc3o2)c1 | 6
COc1ccc(CNCc2cc(OC)c(OC)cc2OC)cc1 | 2
NC(=O)c1ccccc1NC(=O)c1cc(Cl)ccc1Cl | 12
COc1ccc(-c2cc(-c3cc(Cl)ccc3O)[nH]n2)cc1 | -9
CC(Oc1cccc(Cl)c1)C(=O)Nc1nncs1 (stereo unspecified) | -3
CC(C)(C)NCC(O)COc1ccccc1C(C)(C)C (stereo unspecified) | -6
CC1S/C(=N/N=C/c2ccc(Cl)cc2)NC1=O (stereo unspecified) | 5
Cc1ccnc(NS(=O)(=O)c2ccccc2)c1 | 8
Cc1ccc(/C=C2/NC(=S)NC2=O)c(C)c1 | -4
O=Cc1cc(-c2ccccc2)oc1Cl | 3
